TcdB GH inh – TcdB glycohydrolase inhibition; AID 652162; P18177; 350,000 tested, 0.24% active; inhibition, % at 9.99 µM; TcdB glycohydrolase enzymatic assay, plate reader; in the data active = inhibition above about 10%
MazF activator – increases E. coli MazEF RNase cleavage of RNA | P0AE70 | FAM/BHQ RNA-DNA oligo cleavage fluorescence, 5 h | activation, % at 20 µM | 350,000 tested, 0.32% active | AID 504720; in the data active = activation above about 50%
Target sequence (P0AE70 whole entry, looked up): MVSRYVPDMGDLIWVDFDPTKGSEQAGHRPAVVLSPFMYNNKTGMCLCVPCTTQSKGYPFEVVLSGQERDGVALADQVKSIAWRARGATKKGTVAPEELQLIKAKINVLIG
Anthrax LF inh2 – anthrax lethal factor protease inhibition. multiplex microsphere protease cleavage assay, LF. inhibition, % at 10 µM. 360,000 tested, 0.12% active; in the data active = inhibition above about 30%; also: plate controls were buffer without enzyme for full effect and enzyme alone for no effect
Target sequence (P15917 whole entry, looked up): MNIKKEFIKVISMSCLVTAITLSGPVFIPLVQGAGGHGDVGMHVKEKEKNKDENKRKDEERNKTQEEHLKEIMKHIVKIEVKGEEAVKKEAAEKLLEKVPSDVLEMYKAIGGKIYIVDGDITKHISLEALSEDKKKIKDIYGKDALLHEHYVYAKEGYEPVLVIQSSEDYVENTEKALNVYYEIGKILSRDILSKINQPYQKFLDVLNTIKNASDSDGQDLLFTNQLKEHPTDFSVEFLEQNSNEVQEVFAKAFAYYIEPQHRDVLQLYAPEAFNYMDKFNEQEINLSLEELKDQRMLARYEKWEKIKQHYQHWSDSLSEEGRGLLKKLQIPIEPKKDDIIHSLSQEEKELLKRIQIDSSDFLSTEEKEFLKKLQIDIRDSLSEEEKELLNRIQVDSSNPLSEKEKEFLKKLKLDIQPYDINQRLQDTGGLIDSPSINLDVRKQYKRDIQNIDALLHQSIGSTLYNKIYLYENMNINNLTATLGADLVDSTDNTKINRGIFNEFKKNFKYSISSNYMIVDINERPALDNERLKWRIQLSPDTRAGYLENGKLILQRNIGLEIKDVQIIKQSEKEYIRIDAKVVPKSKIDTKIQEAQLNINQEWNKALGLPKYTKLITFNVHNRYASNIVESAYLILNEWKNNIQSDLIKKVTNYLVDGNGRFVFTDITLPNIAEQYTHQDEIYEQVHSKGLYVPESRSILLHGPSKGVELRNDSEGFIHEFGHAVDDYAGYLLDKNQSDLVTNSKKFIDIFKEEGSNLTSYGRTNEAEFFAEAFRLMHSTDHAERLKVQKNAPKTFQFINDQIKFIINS
Yp Topo-I inh – inhibitors of Yersinia pestis topoisomerase I | Y. pestis Topo-I cleavage product accumulation, plate reader | activity, % at 10 µM | 360,000 tested, 0.064% active | AID 504884; in the data active = activity above about 50%, passing the limit was not always enough; also: inactives centre near 2
Rv3671c protease – Rv3671c (M. tuberculosis) protease inhibition. AID 2606. inhibition, % at 5.96 µM. 320,000 tested, 0.048% active; in the data active = inhibition above about 38%;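 also: extracellular domain of Rv3671c used as enzyme; 0% = enzyme with DMSO and 100% = no enzyme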
SARS 3CLpro inh – SARS-CoV 3CLpro protease inhibition. inhibition, % at 6 µM. AID 1706. recombinant SARS-CoV 3CLpro, quenched FRET peptide cleavage. 290,000 tested, 0.14% active. P0C6X7; in the data active = inhibition above about 12%
PfHsp40 rescue – rescue of PfHsp40-mediated yeast toxicity; S. cerevisiae expressing PfHsp40, growth rescue, ATP luminescence; growth rescue, % at 12.5 µM; 340,000 tested, 0.68% active; AID 504582; in the data active = growth rescue above about 28%, passing the limit was not always enough;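 also: yeast W303a lacking pdr1 and pdr3 grown in galactose medium; growth measured after three days at 30 °C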
BH1578 lux ind – quorum light induction in luxS cqsA deficient V. cholerae. activation, % at 18.7 µM. V. cholerae BH1578 lux reporter, luminescence, 6 h. 350,000 tested, 0.16% active; in the data active = activation mostly above about 9.7%, no sharp cut-off; also: not every result past the cut was called active; inactives centre near 0; reference of the scale not given here
VHR inh abs – blocks human VHR1 dual specificity phosphatase. inhibition, % at 13.3 µM. AID 1654. recombinant VHR phosphatase, pNPP absorbance. P51452. 290,000 tested, 0.52% active; in the data active = inhibition above about 50%; also: some compounds called inactive have numbers as strong as hits
Target sequence (P51452 whole entry, looked up): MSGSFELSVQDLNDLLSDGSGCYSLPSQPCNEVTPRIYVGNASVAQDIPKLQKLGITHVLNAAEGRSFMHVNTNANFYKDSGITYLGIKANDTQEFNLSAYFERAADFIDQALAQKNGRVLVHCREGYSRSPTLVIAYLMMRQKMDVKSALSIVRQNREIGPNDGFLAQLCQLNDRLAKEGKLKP
PriA SSB inh – blocks PriA binding to SSB C-terminal tail; AlphaScreen SSBct-PriA binding, biotinylated peptide; inhibition, % at 33 µM; 430,000 tested, 0.6% active; AID 1272365; in the data active = inhibition mostly above about 37%, no sharp cut-off; inactive = mostly below about 20%;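 also: plate controls were negative control peptide for no effect and reference peptide for full effect; strong numbers were not always called active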
Active calls of the source: *; i = inactive; . = no result given; & = joins results of further samples.

Below each SMILES – TcdB GH inh, MazF activator, Anthrax LF inh2, Yp Topo-I inh, Rv3671c protease, SARS 3CLpro inh, PfHsp40 rescue, BH1578 lux ind, VHR inh abs, PriA SSB inh
c1ccc(CNCCc2ccc3c(c2)OCO3)nc1
 : 0.3, 1, 0, -9, -8, 0, -1.6, i, 27, -1
CC1(C(=O)N2CCC(CO)(Cc3cccc(C(F)(F)F)c3)CC2)CC1
 : 0.5, 7, 0, 0, -3, 1, 0.0, -0.3, -2, 0
O=C(CCC(=O)N1CCN(Cc2ccc(F)cc2)CC1)Nc1nnc(C(F)(F)F)s1
 : 1.5, -10, 0, -3, 3, 1, 2.0, -0.1, -17, -20
O=c1cc(CSc2ccccn2)c2ccccc2[nH]1
 : ., 2, -5, 3, 1, -4, 0.5, 27*, -5, -6
O=C(NCc1ccccc1)c1cccc(F)c1F
 : 2.6, 1, -7, 5, 9, 2, -1.3, -0.2, -3, -9
COc1ccccc1NC(=O)CCNC(=O)Cn1ccc2ccccc2c1=O
 : ., 7, -7, 6, -5, -2, -1.0, -0.3, 29, 1
COc1cc([N+](=O)[O-])ccc1N=Nc1c(N)[nH]n(-c2ccccc2)c1=O
 : 0.9, 0, 6, -9, -6, 2, 0.4, -0.2, 6, -8
COc1ccccc1CNC(=O)CN1C(=O)NC2(CCCc3sccc32)C1=O (stereo unspecified)
 : 0.8, 0, -2, -7, -4, ., -0.6, i, ., -11
CCCS(=O)(=O)N1CCC(C(=O)NCCC(C)C)CC1
 : 2.4, 6, 0, 9, -1, 4, 0.5, 1.0, -12, -3
Cc1cc(N(CN2CCCC2=O)C(=O)c2ccccc2)no1
 : ., 7, 0, 17, -1, 0, -0.4, 11, 19, -17
FC(F)(F)c1cnc(Oc2ccccc2-c2nnco2)c(Cl)c1
 : -2.0, -3, -4, 4, 19, 0, -1.5, ., 21, -18
COC1(C)CC2C(CC1OC(=O)c1cc([N+](=O)[O-])cc([N+](=O)[O-])c1)C2(C)C (stereo unspecified)
 : 0.7, -8, -1, -6, 0, 3, -2.8&18, i, 24, 74*
CCOC(=O)Cc1csc(NC(=O)CCc2ccccc2)n1
 : 0.6, 11, -6, 5, 5, 1, -1.6, -0.6, 8, -4
CCC/C(O)=C1\C(=O)CC(c2ccccc2)CC1=NC(C)C(=O)O (stereo unspecified)
 : 1.5, 1, 1, 4, -3, 0, -0.3, -1.0, 2, .
CCN(Cc1ccccc1)S(=O)(=O)c1ccc(C(=O)N(CCCN(C)C)c2nc3cc(C)cc(C)c3s2)cc1
 : 1.3, 3, -3, 0, 0, ., 6.9, i, ., 43*
C[C@H]1CN([C@@H](C)CO)C(=O)c2cc(NC(=O)C3CCCCC3)ccc2O[C@H]1CN(C)C(=O)Nc1ccc2c(c1)OCO2
 : -0.3, 3, -7, 8, 5, ., 2.2, i, ., 15
N#C/C(=C(O)\C=C\c1ccccc1)c1nc2ccccc2[nH]1
 : -1.1, -1, 7, -1, 2, -1, -0.6, -0.7, -8, -5
C/C(CC(=O)Nc1ccc(N(C)C)cc1)=N\NC(=O)c1ccc(C(C)(C)C)cc1
 : 1.9, 8, -11, -2, 6, 6, 16, -0.4, 6, .
CCCCC(=O)Nc1cc(OCC)c(NC(=S)NC)cc1OCC
 : 0.0, 8, -11, 2, -4, 3, 1.2, 1.0, 16, -12
Cc1cc2nc(=O)c(/C=C3\C=Nc4ccccc43)c(N)n2o1
 : 1.3, 19, -2, 16, -14, 2, ., i, -16, .
CC1(C)COCN1C(=O)c1ccc(C#N)cc1
 : 0.9, 2, -2, -5, -2, -2, 0.1, -0.4, -5, 0
COc1cc(/C=C2/NC(=O)N(CC(=O)Nc3ccc(C)cc3)C2=O)ccc1Oc1ccc([N+](=O)[O-])cn1
 : 1.4, 1, -8, -6, -6, 1, 1.4, -0.3, 26, -9
COc1ccc(CCNC(=O)C2CCN(S(=O)(=O)c3ccc(SC)cc3)CC2)cc1
 : 0.5, 4, -8, 0, 5, 3, -1.1, i, 4, 9
Cc1ccc(C(=O)NCCN2CCOCC2)c(Cl)c1
 : 0.3, 12, 4, 5, -4, 0, 0.2, -0.4, 13, -2
CCCCc1nnc(SC(C)C(=O)Nc2nccs2)n1C (stereo unspecified)
 : 1.6, 1, -2, 5, -4, 1, 0.4, -3.6, 24, 8
Cc1ccc(NC(=S)NCC2CCN(C(C)c3ccccc3)C2)cc1 (stereo unspecified)
 : -0.3, 4, 0, -5, 0, 3, -0.6, -0.5, 2, 5
O=C(Nc1ccccc1Cl)c1cc(S(=O)(=O)N2CCC3(CC2)OCCO3)ccc1F
 : -4.9, 12, -1, 29, ., ., ., -0.5, ., .
Cc1ccc(NC(=O)C(C)Sc2nnc(C)n2C2CC2)cc1S(=O)(=O)N1CCOCC1 (stereo unspecified)
 : 0.7, -3, -13, 5, -10, ., -0.3, i, ., -9
COc1ccc2cc(CCNC(=O)C3CC3)c(=O)[nH]c2c1
 : ., 3, 0, -1, 0, -2, -1.0, i, -4, 1
CCCn1c(SCC(=O)Nc2nc3ccccc3s2)nc2c1c(=O)n(C)c(=O)n2C
 : ., 67*, 0, 0, 2, 1, -0.9, i, 21, -4
CCCCCCCCCCOC(=O)Cn1c(COc2cccc(C)c2)[n+](C)c2ccccc21
 : 3.8, -113, 2, -9, -6, -2, 213*, 25, 0, 1
Cc1ccc(NC(=O)COC(=O)c2sccc2C)cc1S(=O)(=O)N1CCOCC1
 : 0.1, -3, 0, 6, -2, 4, 1.1, -0.2, 13, -1
Cc1ccc(NC(=O)CNC2CCCCC2)cc1Cl
 : 0.2, 0, 12, 5, 0, -3, -0.9, -0.8, 1, -7
CCN(C(=O)COC(=O)c1cc(-c2ccccc2)nc2ccc(Br)cc12)C1CCS(=O)(=O)C1 (stereo unspecified)
 : 0.6, -3, 0, -5, -8, -3, 2.0, i, -21, 0
O=C(CSc1nnc(NCc2ccccc2)s1)N1CCOCC1
 : ., 4, 9, 6, -8, 2, -0.2, -0.4, 12, -8
COc1ccc(-c2cc(C(F)(F)F)nc(-n3ccnc3)n2)cc1
 : -2.0, 1, -6, 4, 5, 0, -1.8, -0.5, 12, 2
Cc1cccc(NC(=O)Nc2c(C)n(C)n(-c3ccccc3)c2=O)c1C
 : 1.8, 4, 1, 6, 0, -2, -1.5, -1.1, 19, -9
CCOc1ccc(N/C=C\C(=O)c2ccc3c(c2)OCO3)cc1
 : 4.2, -4, -1, 0, -4, 4, -0.2, -6.2, ., 5
COc1ccc(C(c2nnnn2Cc2ccc(F)cc2)N2CCN(c3ccc(OC)cc3)CC2)cc1 (stereo unspecified)
 : ., -3, -5, 28, 4, 3, -0.1, -2.2, -12, 29
NS(=O)(=O)c1ccc(CCNC(=O)C2COc3ccccc3O2)cc1 (stereo unspecified)
 : 0.1, 4, 12, 16, ., -1, -0.5, i, 13, -1

Entries of single compounds as entered above:
Listed for `O=C(CSc1nnc(NCc2ccccc2)s1)N1CCOCC1` → TcdB GH inh: .; MazF activator: 4; Anthrax LF inh2: 9; Yp Topo-I inh: 6; Rv3671c protease: -8; SARS 3CLpro inh: 2; PfHsp40 rescue: -0.2; BH1578 lux ind: -0.4; VHR inh abs: 12; PriA SSB inh: -8
Listed for `CCCCCCCCCCOC(=O)Cn1c(COc2cccc(C)c2)[n+](C)c2ccccc21` → TcdB GH inh: 3.8; MazF activator: -113; Anthrax LF inh2: 2; Yp Topo-I inh: -9; Rv3671c protease: -6; SARS 3CLpro inh: -2; PfHsp40 rescue: 213*; BH1578 lux ind: 25; VHR inh abs: 0; PriA SSB inh: 1

(more compounds)
Below each SMILES – TcdB GH inh, MazF activator, Anthrax LF inh2, Yp Topo-I inh, Rv3671c protease, SARS 3CLpro inh, PfHsp40 rescue, BH1578 lux ind, VHR inh abs, PriA SSB inh
O=C(COC(=O)c1ccc(O)cc1)Nc1ccc(N2CCCCC2)cc1
 : ., 5, -3, -10, 1, -2, 0.9, i, -14, 13
COc1ccc(NC(=O)c2cccnc2Sc2ccccc2)c(OC)c1
 : 1.0, 4, -1, -1, 0, 2, 0.6, -0.1, 5, -4
Cn1c(SCc2cccc(C(F)(F)F)c2)nnc1-c1ccco1
 : ., -6, 2, -2, -5, 2, 0.0, -1.8, 22, -2
NCCCP(=O)(O)CCc1ccccc1
 : -8.5, 2, 3, 7, 2, 1, -1.0, -1.6, 11, -15
COCCNC(=S)N1CCN(c2nc(-c3cccc(OC)c3)cs2)CC1
 : -9.2, 7, -1, 21, 2, -3, 0.0, -0.1, 11, 14
CC1CCCN(CCC(=O)c2ccc(Br)cc2)C1 (stereo unspecified)
 : ., 4, -5, 2, 4, -7, -1.9, 0.4, 4, 3
COc1ccc(NC(=O)C2CCCN(S(=O)(=O)c3cccc4cccnc34)C2)c(OC)c1 (stereo unspecified)
 : 0.8, 9, -1, 13, 6, 3, 1.9, -0.6, 25, -15
CC(C)CN(C(=O)CSc1nnc2ccccn12)c1c(N)n(CC(C)C)c(=O)[nH]c1=O
 : ., 1, -3, -1, 4, -8, 0.5, 0.1, 4, -4
CN1CCN(C(=O)CN(CCc2ccccc2)S(C)(=O)=O)CC1
 : ., -6, 0, -15, 4, 2, 1.8, 0.0, 20, -25
O=C(Nc1ccc(Cl)c(Cl)c1)N(Cc1cccnc1)Cc1ccco1
 : 1.0, -4, -6, 13, -7, 2, 6.0, i, 26, -4
NC(=O)c1nsc(C(=O)N(Cc2ccc(F)cc2)C(C(=O)NCC2CCCO2)c2ccc(O)cc2)c1N (stereo unspecified)
 : 1.0, -4, -2, 0, ., 6, 0.2, i, 25, -2
COc1ccc(Cn2c3ccc(OC)cc3c3nc4ccccc4nc32)cc1
 : ., 65*, 4, 7, 7, 9, 0.2, -1.6, 10, -9
COc1ccc(C(=O)NC(=S)N2CCCc3ccccc32)cc1OC
 : -5.2, 10, 9, 11, 2, -5, 0.2, -0.3, 6, 8
S=c1[nH]nc(-c2ccc(Br)cc2)n1-c1ccc2c(c1)OCCO2
 : 0.7, -2, ., 1, -5, 4, 2.9, -1.2, 8, -10
Cc1onc(-c2ccccc2Cl)c1C(=O)NCc1cccnc1
 : ., -2, -5, 7, -6, -3, -1.6, -0.1, 16, 3
COCCn1c(SCC(=O)Nc2cc(C)on2)nc2ccccc2c1=O
 : 0.5, -5, 1, -3, 0, ., -0.7, i, ., 1
CCCCS(=O)(=O)Nc1ccc(C(=O)NCC2CCCO2)cc1 (stereo unspecified)
 : ., -5, 5, 4, 3, -5, -0.7, -0.2, 6, -3
COCCn1c(SCC(=O)Nc2ccc(OC)cc2OC)nc2ccccc2c1=O
 : 0.7, 4, 0, 2, ., -2, -1.1, i, 51*, 8
COc1ccccc1C1C(C(N)=O)=C(C)Nc2nc(-c3ccc(Cl)cc3)nn21 (stereo unspecified)
 : 0.1, 10, -6, -12, 5, -4, 0.0, -0.2, -9, -11
O=C(O)c1ccc(CP(=O)(c2ccccc2)c2ccccc2)cc1
 : 0.2, -1, -2, 0, -7, -2, 0.3, -0.4, -4, -6
C[N+]1(CCOc2ccc([N+](=O)[O-])cc2)CCOCC1
 : ., -10, 1, -3, 10, 4, -0.8, -1.3, -15, -12
Cc1c(C2=CCN(S(=O)(=O)c3ccc(Cl)cc3)CC2)c2ccccc2n1C
 : ., 11, -4, 8, -69, -1, 0.3, -1.3, -4, -15
COc1ccc(N(CC(O)Cn2cnc3ccccc32)S(=O)(=O)c2ccc(C)cc2)cc1 (stereo unspecified)
 : 0.6, 4, -5, 18, -4, 1, 3.0, -0.3, 7, 14&10
Cc1cccc(C(=O)Nc2nnc(-c3ccc(C(C)(C)C)cc3)s2)c1
 : ., -1, 3, 6, 2, 3, -0.7, i, 13, -9
CCOC(=O)Cc1c(C)nc2cc(C)nn2c1C
 : ., 6, 4, 0, -3, 4, -0.3, 0.3, -4, -1
C=CCOC(=O)C1C(=O)CC(C)(O)C(C(=O)OCC=C)C1c1ccc(OC)cc1 (stereo unspecified)
 : ., 5, 1, -6, 3, 8, 0.6, -1.4, -6, -11
Cc1occc1-c1nnc(SCC(=O)N2CCCCC2)n1C
 : 0.8, -1, ., 8, ., ., 0.1, i, ., -8
Cc1cc(S(=O)(=O)NCc2cccnc2)ccc1-n1cnnn1
 : 0.3, -2, -2, 2, -1, -3, -0.1, i, 18, -14

From PubChem

This is a subset; rates above refer to the full screens.
